From PubChem BioAssay
HTT ATP protect – qHTS Multiplex Assay to Identify Dual Action Probes in a Cell Model of Huntington: Cytoprotection (ATP) | AID 1471, 2008 | Potency, µM (doses to about 56.4 µM), inactives show cytoprotection (ATP increase), usual class: activators | 230,000 tested, 0.14% active | PC12 HTT-Q103 induced, cytoprotection, ATP luminescence, 40 h;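 also: % of control where 0% means no effect; nearly all actives have a fitted effect of over 45% in size; toxic huntingtin expression switched on by the ecdysone agonist tebufenozide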
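Readout: ATPlite luminescence (ATP level). Model: stable PC12, inducible Htt exon1 Q103-GFP. Inducer: tebufenozide, 100 nM final. Compounds: dose series. No G418 in medium.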
L3MBTL1 block – qHTS Assay for the Inhibitors of L3MBTL1 | Potency, µM (titrated, usually from 57.1 µM), inactives show at the top dose activity, negative = inhibition, most hits filed as inhibitors | AlphaScreen L3MBTL1–H3K9me1 peptide binding | 230,000 tested, 0.66% active; also: % is scaled to controls: 0 for no effect and ±100 for the full control effect; nearly all actives have a fitted effect of over 60% in size
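L3MBTL1 50 nM + b-AHA-H3(1-15)K9me1 75 nM, 30 min RT; compound added, 30 min RT; streptavidin donor/Ni-chelate acceptor beads 10 ug/mL each final, 30 min RT dark; AlphaScreen read.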
Tau FP inhib – qHTS for Inhibitors of Tau Fibril Formation, Fluorescence Polarization; Potency, µM (top dose mostly 57.7 µM), inactives show top-dose activity, negative = inhibition, hits mostly inhibitors; AID 1468, 2008; Microtubule-associated protein tau (Homo sapiens), P10636; K18 P301L tau heparin fibrillization, Alexa594 FP, 6 h; 280,000 tested, 0.39% active; also: % is scaled to controls: 0 for no effect and ±100 for the full control effect; nearly all actives have a fitted effect of over 55% in size
Target sequence (P10636 561-689 P618L limits assumed): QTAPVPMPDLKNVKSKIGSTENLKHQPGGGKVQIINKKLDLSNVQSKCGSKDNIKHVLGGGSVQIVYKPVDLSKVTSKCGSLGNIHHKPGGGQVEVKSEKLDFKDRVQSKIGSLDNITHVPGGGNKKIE
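FP of Alexa 594-tau after heparin (20 uM) induction. Substrate: human K18 P301L, 15 uM unlabeled, 0.24 uM labeled. Buffer 100 mM sodium acetate pH 7. 6 hr, 37 C.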
Tau fluor cs – Counterscreen qHTS for Inhibitors of Tau Fibril Formation, Fluorescence Polarization. Potency, µM (doses to about 57.7 µM), for inactives: top-dose activity change, negative = decrease. tau K18 P301L Alexa594 fluorescence, heparin fibrillization. 280,000 tested, 0.93% active. AID 1463, 2008; also: % is scaled to controls: 0 for no effect and ±100 for the full control effect; nearly all actives have a fitted effect of over 55% in size
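Human K18 P301L tau (15 uM unlabeled plus 0.24 uM Alexa 594-labeled, final) in 100 mM sodium acetate pH 7 was mixed with compound and 20 uM heparin and incubated 6 hr at 37 C.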
Tau fibril ThT – qHTS for Inhibitors of Tau Fibril Formation, Thioflavin T Binding; 270,000 tested, 2.1% active; recombinant tau K18 P301L, heparin-induced fibrillization, ThT fluorescence; Potency, µM (doses to about 57.4 µM), without a hit: top-dose activity, negative = inhibition, actives largely listed as inhibitors; also: % is scaled to controls: 0 for no effect and ±100 for the full control effect; nearly all actives have a fitted effect of over 55% in size
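ThT emission at 510 nm, taken 1 hr after adding 30 uM dye, quantifies aggregates formed when 20 uM heparin acts on human tau K18 P301L for 6 hr at 37 C.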
TexasRed fluor – Total Fluorescence Counterscreen for Inhibitors of the Interaction of Thyroid Hormone Receptor and Steroid Receptor Coregulator 2; 280,000 tested, 0.29% active; AID 1479, 2009; Potency, µM (titrated, usually from 106 µM), for inactives: top-dose fluorescence change, negative = quenching; TRb/SRC2 Texas Red total fluorescence interference; active = well fitted curve in either direction with a large enough effect; inconclusive = small, poorly fitted or top-dose-only effect; also: % is scaled to controls: 0 for no effect and ±100 for the full control effect
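Flags fluorescent or light-absorbing compounds by total fluorescence, S + 2P, at 555 nm excitation and 632 nm emission. Mixture: 20 nM Texas Red SRC2 peptide, 0.6 uM human TRb LBD, 1 uM T3, 5% DMSO; compound exposure 5 h at ambient temperature.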
RECQ1 helicase – qHTS Assay for Inhibitors of RecQ-Like Dna Helicase 1 (RECQ1); Potency, µM (series often up to 57.3 µM), inactives show top-dose activity, negative = inhibition, actives largely listed as inhibitors; 240,000 tested, 0.54% active; RECQ1 DNA unwinding, red fluorescence kinetic read; ATP-dependent DNA helicase Q1 (Homo sapiens), P46063;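 also: plate controls were vehicle for no effect and no enzyme for full effect; nearly all actives have a fitted effect of over 30% in size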
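RECQ1T1 50 nM; forked duplex (20 bp + 30-nt ss tails) 200 nM, ATP 2 mM final; pH 8.0, 2 mM MgCl2, 2.5 ug/ml poly(dI-dC); 15 min compound preincubation; discontinuous kinetic read over 2 h at RT.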
TRb SRC2 PPI – qHTS for Inhibitors of the Interaction of Thyroid Hormone Receptor and Steroid Receptor Coregulator 2 | Potency, µM (top dose mostly 106 µM), for inactives: at the highest dose activity change, negative = inhibition, actives largely listed as inhibitors | Thyroid hormone receptor beta (Homo sapiens), P10828 | TRbeta-SRC2 peptide binding, fluorescence polarization; receptor liganded with 1 µM T3 | 280,000 tested, 0.065% active;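 also: plate controls were bound peptide for no effect and peptide without receptor for full effect; nearly all actives have a fitted effect of over 50% in size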
Target sequence (P10828 whole entry, looked up): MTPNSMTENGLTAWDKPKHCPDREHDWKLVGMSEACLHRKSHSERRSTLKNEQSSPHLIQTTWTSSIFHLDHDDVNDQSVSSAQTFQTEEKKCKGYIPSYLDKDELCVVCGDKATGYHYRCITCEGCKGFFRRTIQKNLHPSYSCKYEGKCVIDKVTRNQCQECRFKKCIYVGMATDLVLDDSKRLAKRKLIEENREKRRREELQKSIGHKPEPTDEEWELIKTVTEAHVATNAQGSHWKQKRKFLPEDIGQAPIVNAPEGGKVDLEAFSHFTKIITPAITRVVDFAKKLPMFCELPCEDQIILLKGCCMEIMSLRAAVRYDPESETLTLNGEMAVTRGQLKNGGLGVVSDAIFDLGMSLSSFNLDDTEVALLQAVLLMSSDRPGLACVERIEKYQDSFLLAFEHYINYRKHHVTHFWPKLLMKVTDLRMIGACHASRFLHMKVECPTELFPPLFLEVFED
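Read-out is fluorescence polarization (555 nm excitation, 632 nm emission) of a Texas Red SRC2 coactivator peptide; loss of signal reflects blocked binding to human TRb ligand-binding domain in the presence of 1 uM T3.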
* hit, by the source's call; i = inactive; ? = inconclusive; . = not tested or not shown; & = joins results of further samples; [ ] = remark or other dose. Unless noted, calls follow the shape of the dose curve; as a rule, active = well fitted curve in the direction sought with a large enough effect; inconclusive = small, poorly fitted or top-dose-only effect, or another doubt; inactive = no such curve, though single readings can be large; an effect the other way counts as inactive or inconclusive. Potency is read from the fitted curve at half-maximal effect. Only part of the results is shown. The share of hits here may be higher or lower than overall.

Structure,HTT ATP protect,L3MBTL1 block,Tau FP inhib,Tau fluor cs,Tau fibril ThT,TexasRed fluor,RECQ1 helicase,TRb SRC2 PPI
Cc1c(C(=O)C(=O)N2CCN(C)CC2)c2ccccc2n1C,.,0%,4%,5%,1%,-1%,i,2%
Cc1ccc(-c2noc(CSc3nnc(Cc4ccccc4)n3-c3cccc(C)c3)n2)cc1,5%,.,-4%&12%,-14%&-13%,?,-8%&0%,-11%,0%&10%
O=C1C(=O)N(Cc2cccnc2)C(c2ccccn2)/C1=C(/O)c1ccccc1 (configuration not stated),5%,8%,1%,2%,-3%,0%,-3%,1%
COc1ccc(-c2nnc(SCCC(=O)O)n2-c2ccccc2)cc1OC,-4%[10 µM],.,-2%,-9%,-5%,-1%,-1%,8%
Cc1ccc(S(=O)(=O)N2CCOCC2)cc1NC(=O)CNCC1CCCCC1,-6%,5%,4%,5%,0%,-1%,i,4%
COc1cccc(/C=C/C(=C2/C(=O)N(c3ccccc3)N=C2C)c2ccc(C)cc2)c1OC,22%[10 µM],-14%,8%,-8%,-7%,-3%,0%,4%
COc1ccc(NC(=O)/C(C#N)=C/c2ncc([N+](=O)[O-])n2C)c(OC)c1,29%[10 µM],.,-6%,?,.,-3%,-9%,4%
COc1ccc(C2(C(N)=O)CCCCC2)cc1OC,-3%,-2%,-1%,-3%,-10%,0%,5%,-5%
CC1Cc2ccccc2N1S(=O)(=O)c1cnc(Cl)c(Cl)c1 (configuration not stated),17%[10 µM],34%[activator],-12%,-20%,-10%,-1%,i,-2%
Cc1cccn2c(N)c(-c3ccccc3)nc12,-15%,3%,3%,-5%,-11%,-1%,-15%,-3%
CCc1ccccc1NC(=O)N1CCCC(CCC(=O)N(C)CCc2ccccn2)C1 (configuration not stated),13%[10 µM],-1%,-5%,2%,-5%,0%[53 µM],-7%,-2%[53 µM]
S=C(Nc1ccccc1Cl)Nc1ccc(Cl)cc1Cl,-1%,-2%,-3%,-7%,-14%,-5%,-3%,0%
O=C(Nc1cccnc1)c1ccc(Cl)cc1[N+](=O)[O-],-21%,-5%,5%,-5%,-9%,0%,-4%,-6%
O=C(CSc1nnc(C2CC2)n1Cc1ccccc1)Nc1cccnc1Cl,-18%,5%,-9%,-9%,0%,-1%,-1%,-1%
CC1=CC2=NC(=O)/C(=C\c3cc(C)n(-c4cccc(Cl)c4)c3C)C(=N)N2O1,14%[10 µM],-5%,-8%,-12%,-8%,-1%,-7%,9%
COc1ccc(S(=O)(=O)Nc2ccccc2OC)cc1NC(=O)c1cc2ccccc2oc1=O,0%[10 µM],-4%,-3%,-19%,-7%,0%,1%,-3%
Cc1ccc(NC(=O)CN2C(=O)C(c3ccc(F)cc3)=NC23CCCCCC3)c(C)c1,.,.,-4%,-13%,-2%,-1%,.,0%
CCOC(=O)c1ccccc1NC(=O)CSc1cn(CC(=O)N2CCCCCC2)c2ccccc12,.,.,-3%,-17%,-15%,-2%,.,-4%
Cc1cccc(CN2C(=O)CCSc3ccc(Cl)cc32)c1,5%,1%,-4%,-8%,-7%,-5%,-8%,1%
Cc1ccc(C2(C)NC(=O)N(CC(=O)Nc3ccc(-c4nc5ccc(C)cc5s4)cc3)C2=O)cc1 (configuration not stated),25%[10 µM],.,?,-29%,13%,-2%,-14%,1%
O=C(c1ccc(-c2ccccc2)cc1)c1ccc([N+](=O)[O-])cc1,1%[10 µM],-21%,7%,-13%,1%,-1%,-3%,0%
O=C(OCCCN=C1NS(=O)(=O)c2ccccc21)c1ccc(F)cc1,?,.,-3%,-2%,-9%,1%,-8%,-10%
COc1ccc(C(=O)C2CCCN(Cc3ccc(Sc4nncn4C)o3)C2)cc1F (configuration not stated),?,4%,5%,6%,1%,-1%,i,1%
C/C(=N\NC(=O)CNc1ccc(F)cc1)c1cc2ccccc2o1,10%[10 µM],-29%,?,-22%,?,-1%,-13%,5%
O=c1c(-c2ccc(O)cc2)coc2cc(OC3OC(CO)C(O)C(O)C3O)cc(O)c12 (configuration not stated),.,29%,3%,-1%,3%,-8%,-12%,-2%
O=C(COC(=O)CCCc1nc2ccccc2s1)Nc1ncc(Cl)cc1Cl,5%[10 µM],-15%,1%,-11%,?,0%,-5%,-8%
CCOc1ccccc1N1CC(c2nc3ccccc3n2CCOc2ccccc2)CC1=O (configuration not stated),.,.,4%,-6%,-10%,-3%,.,-1%
CSc1ccc(/C=N/NC(=O)c2ccccc2Cl)cc1,-73%[inhibitor],-5%[11.4 µM],-6%,-17%,?,-1%,-3%,5%
C=CCn1c(-c2cccc3ccccc23)n[nH]c1=S,?,.,1%,-5%,-9%,-3%,-10%,-6%
CCCC1(CCC)NC(=O)NC1=O,16%[10 µM],6%[11.4 µM],8%,3%,0%,-5%,-1%,9%

The closing two entries of the part above open the next one.
Structure,HTT ATP protect,L3MBTL1 block,Tau FP inhib,Tau fluor cs,Tau fibril ThT,TexasRed fluor,RECQ1 helicase,TRb SRC2 PPI
C=CCn1c(-c2cccc3ccccc23)n[nH]c1=S,?,.,1%,-5%,-9%,-3%,-10%,-6%
CCCC1(CCC)NC(=O)NC1=O,16%[10 µM],6%[11.4 µM],8%,3%,0%,-5%,-1%,9%
COC(=O)CN1C(=O)C(C)(C)c2cc(S(=O)(=O)Nc3ccc(C(C)C)cc3)ccc21,.,.,8%,-23%,-4%,3%,.,-1%
COc1ccc(/C=N/OCC(=O)N2CC3(C)CC2CC(C)(C)C3)cc1 (configuration not stated),-34%,3%,0%,-2%,-5%,-3%,i,-1%
CN(C)CCCN(C(=O)COc1ccccc1)c1nc2ccc(Cl)cc2s1,1%,.,?,-25%,7%,-2%,0%,4%
COc1ccccc1OCc1nc(C#N)c(N2CCCC2)o1,6%[10 µM],-30%,-4%,-21%,-16%,2%,14%,-2%
COc1ccccc1NC(=O)c1ccc2nc(-c3ccccc3)c(-c3ccccc3)nc2c1,-13%,2%,-3%,-3%,0%,1%,i,-5%
CCCN(CCC)C(=O)c1cn(CC)c2ccc(S(=O)(=O)N3CCCCC3)cc2c1=O,.,.,-3%,-1%,1%,1%,.,-2%
CCCN(Cc1ccc(N(C)C)cc1)CC1CC1,1%,.,-6%,-9%,-11%,0%,-1%,-8%
CC(=O)c1cccc(NC(=O)C2CCCN2S(=O)(=O)c2cccc3nsnc23)c1 (configuration not stated),-4%,-2%,1%,1%,-8%,-2%,-1%,6%
O=C(COC(=O)C1(c2ccccc2F)CCCC1)Nc1ncc(C(F)(F)F)cc1Cl,.,14%,5%,-14%,-10%,-4%,-2%,2%
Cc1ccccc1Nc1c(-c2c[nH]c3ccccc23)nc2ccc(Cl)cn12,.,.,?,?,-17%,-3%,.,3%
Nc1cc(=O)n(Cc2ccccc2)c(=O)n1-c1ccc(Cl)cc1,-9%[10 µM],-3%,-4%,-11%,-7%,2%,-4%,1%
O=C(O)CN(CCN(CC(=O)O)CC(=O)O)CCN(CC(=O)O)CC(=O)O,?,.,-6%,-7%,2%,-4%,-12%,-1%
CC(=NC1CCCC1)c1c(C)[nH]n(-c2nc3ccccc3s2)c1=O,-78%[inhibitor],5%,6%,-7%,?,0%,-10%,-19%

Ordered by molar mass (high to low): part of the list above
Structure,HTT ATP protect,L3MBTL1 block,Tau FP inhib,Tau fluor cs,Tau fibril ThT,TexasRed fluor,RECQ1 helicase,TRb SRC2 PPI
CCCN(CCC)C(=O)c1cn(CC)c2ccc(S(=O)(=O)N3CCCCC3)cc2c1=O,.,.,-3%,-1%,1%,1%,.,-2%
CN(C)CCCN(C(=O)COc1ccccc1)c1nc2ccc(Cl)cc2s1,1%,.,?,-25%,7%,-2%,0%,4%
CC(=NC1CCCC1)c1c(C)[nH]n(-c2nc3ccccc3s2)c1=O,-78%[inhibitor],5%,6%,-7%,?,0%,-10%,-19%
